ALOX12 inh = Primary qHTS assay for inhibitors of human arachidonate 12S-lipoxygenase (ALOX12): Round 2 | Polyunsaturated fatty acid lipoxygenase ALOX12 (Homo sapiens), P18054 | purified 12hLO, xylenol orange hydroperoxide absorbance | Potency, µM (doses to about 108 µM), for inactives: at the top dose activity change, negative = inhibition, most hits filed as inhibitors | 580,000 tested, 1.1% active | AID 1671190, 2021; also: % is scaled to controls: 0 for no effect and ±100 for the full control effect
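Purified human 12hLO (150 nM final) in 25 mM Hepes, 0.01% Triton X-100, pH 7.0 was preincubated 15 min at room temperature with compound. Then 40 uM arachidonic acid was added, 30 min. Hydroperoxide was read by Fe-XO absorbance ratio 573/405 nm.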
JMJD2A Tudor = qHTS Assay for Inhibitors of JMJD2A-Tudor Domain | Lysine-specific demethylase 4A (Homo sapiens), O75164 | AlphaScreen JMJD2A-Tudor / H3K4me3 peptide binding | Potency, µM (doses to about 114 µM), inactives show at the highest dose activity change, negative = inhibition, hits mostly inhibitors | 390,000 tested, 4.4% active | AID 504339, 2011; also: % is scaled to controls: 0 for no effect and ±100 for the full control effect; nearly all actives have a fitted effect of over 50% in size
ERG-DNA inh = qHTS for Small Molecule Inhibitors of the ERG Ets/DNA interaction; Transcriptional regulator ERG (Homo sapiens), P11308; fluorescence polarization, His-ERG Ets domain / labelled DNA; Potency, µM (doses to about 76.9 µM), without a hit: top-dose FP activity, negative = inhibition, most hits filed as inhibitors; 370,000 tested, 0.028% active; AID 624246, 2012; active = well fitted inhibition curve with a large enough effect in the polarisation, with a control signal flat; inconclusive = small, poorly fitted or top-dose-only effect, or effect the other way, or a change in a side signal; inactive = no such curve, though single readings can be large or run the other way; the % refers to the polarisation;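 also: polarization taken with two DNA probes labelled with fluorescein and Texas red; % of control where 0% means no effect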
Target sequence (P11308 whole entry, looked up, the tested form may be a part): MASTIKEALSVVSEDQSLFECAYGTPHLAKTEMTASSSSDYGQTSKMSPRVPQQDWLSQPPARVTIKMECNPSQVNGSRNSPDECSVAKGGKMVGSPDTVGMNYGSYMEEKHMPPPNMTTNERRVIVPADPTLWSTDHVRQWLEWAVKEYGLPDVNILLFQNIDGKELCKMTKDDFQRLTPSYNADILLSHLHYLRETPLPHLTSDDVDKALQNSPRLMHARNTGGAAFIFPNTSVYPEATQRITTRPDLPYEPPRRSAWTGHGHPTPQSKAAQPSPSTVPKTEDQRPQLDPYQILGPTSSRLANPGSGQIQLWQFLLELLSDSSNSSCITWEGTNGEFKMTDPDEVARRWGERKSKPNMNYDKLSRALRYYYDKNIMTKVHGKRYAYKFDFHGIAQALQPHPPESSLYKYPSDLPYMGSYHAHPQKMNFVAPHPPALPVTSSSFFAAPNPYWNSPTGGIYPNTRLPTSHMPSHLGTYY
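His-tagged ERG Ets domain (1 uM in the protein solution; 300mM KCl, 50mM Tris-HCl, 1mM EDTA, 1mM DTT, pH 7.5) received compound, then a probe mix of 5 nM fluorescein-DNA and 100nM Texas-615-DNA. Fluorescence polarization was read for both dyes.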
GLS inhibitor = qHTS for Inhibitors of Glutaminase (GLS); Glutaminase kidney isoform, mitochondrial (Homo sapiens), O94925; 410,000 tested, 0.21% active; GLS enzymatic activity, qHTS titration; Potency, µM (series often up to 45.5 µM), for inactives: top-dose activity change, negative = inhibition, actives largely listed as inhibitors; also: % is scaled to controls: 0 for no effect and ±100 for the full control effect
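Compounds were pin-transferred onto hKGA, after which L-glutamine (1 mM solution) and a detection mix of glutamate oxidase, HRP and Amplex Red were added. Initial and 30 min RT fluorescence reads were collected.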
Tb PGK inh = qHTS Assay to Find Inhibitors of Phosphoglycerate Kinase; AID 602233, 2012; PGK/GAPDH coupled, Kinase-Glo luminescence, 60 min; 380,000 tested, 0.043% active; Potency, µM (series often up to 57.5 µM), for the others: top-dose activity change, negative = inhibition, most hits filed as inhibitors; Phosphoglycerate kinase, glycosomal (Trypanosoma brucei brucei), P07378; also: % is scaled to controls: 0 for no effect and ±100 for the full control effect; nearly all actives have a fitted effect of over 60% in size
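Recombinant glycosomal PGK reaction used 1,3-bisphosphoglycerate generated in-well by GAPDH (100nM final) in 100mM TEA pH 7.6, 5mM MgCl2, 0.01% Tween-20. After 60 minutes at room temperature, ATP was read by Kinase-Glo Plus luminescence end-point.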
RGS4 inhibitor = Inhibitors of Regulator of G Protein Signaling (RGS) 4: qHTS; Transcreener GDP fluorescence polarization, RGS4-accelerated GTP hydrolysis; Potency, µM (titrated, usually from 114 µM), inactives show at the top dose activity change, negative = inhibition, hits mostly inhibitors; AID 504845, 2011; 390,000 tested, 0.039% active; also: % is scaled to controls: 0 for no effect and ±100 for the full control effect; nearly all actives have a fitted effect of over 75% in size; some results filed as inactive show a strong effect at the top dose
Target sequence (P49798 whole entry, looked up): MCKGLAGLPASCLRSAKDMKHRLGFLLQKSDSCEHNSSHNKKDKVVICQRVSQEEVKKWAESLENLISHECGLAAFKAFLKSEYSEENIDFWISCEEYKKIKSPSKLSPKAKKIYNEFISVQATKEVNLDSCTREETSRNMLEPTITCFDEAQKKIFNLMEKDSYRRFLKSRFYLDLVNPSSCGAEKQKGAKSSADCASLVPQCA
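MLSMR compounds (23 nl, pin-transferred) preincubated 10 min at room temperature with a 500nM (2x) first reagent, then RGS4 at 900nM (2x) plus Transcreener GDP mix added; fluorescence polarization (620/688 nm) read before and after 90 min at 30 °C.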
rTrxR1 inhibitor = qHTS Assay for Inhibitors of Mammalian Selenoprotein Thioredoxin Reductase 1 (TrxR1): qHTS | recombinant rTrxR1, NADPH fluorescence consumption, selenite substrate | Potency, µM (doses to about 114 µM), inactives show at the highest dose activity change, negative = inhibition, hits mostly inhibitors | 390,000 tested, 1% active; also: % is scaled to controls: 0 for no effect and ±100 for the full control effect; nearly all actives have a fitted effect of over 65% in size
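Rat TrxR1 (90 nM in the dispensed reagent) was pre-reduced with 400 uM NADPH for 5 min at room temperature, then incubated with compound for 15 min. After 400 uM selenite was added, NADPH fluorescence (Ex 340/Em 450 nm) was followed for 8 min.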
Pin1 inh = qHTS Assay to Find Inhibitors of Pin1. 390,000 tested, 0.009% active. Pin1 FP peptide displacement, HiFluor488, 10 min. AID 504891, 2011. Peptidyl-prolyl cis-trans isomerase NIMA-interacting 1 (Homo sapiens), Q13526. Potency, µM (series often up to 115 µM), inactives show top-dose activity, negative = inhibition, most hits filed as inhibitors; active = well fitted inhibition curve with a large enough effect in the polarisation, with a control signal flat, not every such curve was filed as active; inconclusive = small, poorly fitted or top-dose-only effect, or effect the other way, or a change in a side signal; inactive = no such curve, though single readings can be large or run the other way; the % refers to the polarisation; also: % is scaled to controls: 0 for no effect and ±100 for the full control effect
Target sequence (Q13526 whole entry, looked up): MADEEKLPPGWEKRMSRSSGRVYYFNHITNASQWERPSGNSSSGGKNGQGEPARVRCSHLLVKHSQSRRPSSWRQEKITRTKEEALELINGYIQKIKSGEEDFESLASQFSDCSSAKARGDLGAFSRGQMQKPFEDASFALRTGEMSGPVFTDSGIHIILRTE
HP1b binding inh = HTS for Inhibitors of HP1-beta Chromodomain Interactions with Methylated Histone Tails. Chromobox protein homolog 1 (Homo sapiens), P83916. AlphaScreen HP1-beta / biotin-H3K9me3 peptide binding. Potency, µM (titrated, usually from 114 µM), for the others: at the highest dose activity change, negative = inhibition, actives largely listed as inhibitors. 390,000 tested, 0.56% active. AID 540317, 2011; also: nearly all actives have a fitted effect of over 70% in size; inactives centre near 23
Target sequence (P83916 whole entry, looked up): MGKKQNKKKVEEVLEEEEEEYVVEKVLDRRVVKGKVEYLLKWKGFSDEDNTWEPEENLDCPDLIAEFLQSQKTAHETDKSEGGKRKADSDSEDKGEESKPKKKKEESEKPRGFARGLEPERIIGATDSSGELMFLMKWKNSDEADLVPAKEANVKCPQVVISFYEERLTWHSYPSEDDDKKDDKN
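AlphaScreen: HP1-beta (50 nM) preformed 30 min with biotin-H3(1-18)K9me3 peptide (50 nM) in PBS pH 7.4, 0.01% Tween-20. Compound added for 30 min at RT, then streptavidin donor/nickel chelate acceptor beads (10 ug/mL) for 30 min.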
An asterisk follows results filed as active; i = inactive; ? = inconclusive; / = not tested or not shown; & = joins results of further samples; [ ] = remark or other dose. Unless noted, calls follow the shape of the dose curve; as a rule, active = well fitted curve in the direction sought with a large enough effect; inconclusive = small, poorly fitted or top-dose-only effect, or another doubt; inactive = no such curve, though single readings can be large; an effect the other way counts as inactive or inconclusive. Potency is read from the fitted curve at half-maximal effect. The list is partial; rates above refer to the full screens.

Values run as follows: ALOX12 inh | JMJD2A Tudor | ERG-DNA inh | GLS inhibitor | Tb PGK inh | RGS4 inhibitor | rTrxR1 inhibitor | Pin1 inh | HP1b binding inh
C/C(=N\NC(=O)c1c(Cl)cnn1C)c1ccc(NC(=O)c2ccc(Br)o2)cc1
  -7% | -14% | -3% | -13% | -2% | -33% | 67%[activator] | 57%[activator] | 32%
COc1ccc2c(c1)[C@@H]1[C@H](CO2)[C@H](c2ccccc2)[C@]2(C)C(=O)Nc3ccc(C)cc3C(=O)N12
  / | ? | 0% | 0% | -5% | -23% | 30% | 4% | 3%
Cc1ccc(Cl)cc1NC(=O)COC(=O)c1ccc(CN2CCCC2=O)cc1
  -3% | 2% | -15% | -5% | -8% | -17% | 18% | 2% | 33%
COc1ccc(CNC(=O)[C@H](Cc2ccccc2)NC(=O)C2CCN(C(=O)[C@H](C)N)CC2)cc1
  -3% | -2% | -4% | -2% | -7% | -7% | 10% | 0% | 33%
Cc1cc(=O)[nH]c(SCC(=O)N2CCN(c3ccccc3)CC2)n1
  -7% | -7% | 1% | 15% | / | -5% | 7% | -2% | 43%[activator]
COc1ccccc1CN(C)C(=O)c1cc(C)nc2ccccc12
  -2%&10% | 0% | 7% | -20% | -2% | 19% | 34%[activator] | -1% | 19%
O=C(Nc1ccc(F)cc1)C1CCCN(c2ncnc3c2nc2n3CCCCC2)C1 (stereo unspecified)
  ? | -10% | 9% | 6% | 6% | -16% | 16%[57.1 µM] | 4% | 39%[activator]
Cc1c(-c2ccccc2)c(=O)oc2ccc(OC(=O)N3CCOCC3)cc12
  -1% | -8% | -2% | 2% | i | 27% | 13%[57.1 µM] | 4% | 13%
O=C(NCCC1=CCCCC1)C1CCC(CNS(=O)(=O)c2ccccc2)CC1 (stereo unspecified)
  -9% | -8% | / | 6% | -1% | -7% | -12% | 4% | 21%
CCc1ccc(NC(=O)C2CCCCC2C(=O)O)cc1 (stereo unspecified)
  -6% | -17% | / | 6% | / | 12% | 13% | -5% | 27%
CC(=O)c1c(N2CCN(Cc3ccccc3)CC2)nc(=S)n(Cc2ccccc2)c1C
  -13% | -32% | / | 8% | -5% | 10% | 4% | 14% | -2%
COC(=O)c1ccc(COC(=O)CNC(=O)c2cccs2)cc1
  -9% | -10% | 9% | -12% | 3% | 23% | -9% | 11% | 30%
CN1CCC(N(C)S(=O)(=O)c2ccc(NC(=O)c3ccc(S(=O)(=O)N(C)C)cc3)cc2)CC1
  ? | -10% | 7% | -3% | 8% | 14% | 6%[57.1 µM] | 3% | 11%
COC(=O)CCN(C(C)=O)c1ccc(N)cc1
  -9% | 50µM* | 0% | 3% | -10% | ? | 8% | -1% | -4%
CCOc1cccc(C(=O)Nc2cc(C)ccc2NC(=O)c2ccco2)c1
  -5% | -26% | 5% | 2% | i | -16% | 31% | -11% | 16%
COc1nc(C#N)nc(N2CCCCC2)n1
  / | -9%[57.1 µM] | / | / | / | -1% | ? | 1% | 25%[57 µM]
O=C(Cn1c(=O)n(Cc2ccco2)c(=O)c2ccccc21)Nc1cccc(Cl)c1
  -1% | -7% | -2% | 1% | -2% | -3% | -10% | 26% | 37%
Cc1cccc(CN2CCN(C(=O)CCl)CC2)c1
  -11% | 4% | -5% | -1% | 3% | 4% | 11µM* | -5% | 7%
COc1ccc(C(=O)N2CCC(C(=O)Nc3ccccc3Cl)CC2)cc1
  -11% | 0% | -4% | -6% | -10% | 10% | 3% | -9% | 33%
O=C(OCC(=O)N(CCc1ccccc1)Cc1ccccc1)c1ccccc1[N+](=O)[O-]
  4% | -32% | 3% | 2% | -4% | 25% | 0% | -3% | -15%
O=C(C1CCCN(S(=O)(=O)c2cc(Cl)ccc2Cl)C1)N1CCCCCC1 (stereo unspecified)
  321%[activator] | -15% | -7% | 1% | -8% | -8% | -4% | 2% | 36%
CC(=O)c1ccc(NS(=O)(=O)c2cc(-c3cnc(C4CC4)o3)ccc2C)cc1
  -1%&-24% | -16%&-21% | 1%&0% | 13%&13% | -12%&-10% | 18%[11.4 µM] | 12% | -1%&-5% | 41%&1%[activator]
O=C(Nc1ccc(OC(F)F)cc1)c1ncc(Cl)c(Cl)c1Cl
  13% | ? | 1% | 2% | -5% | 15% | 24%[57.1 µM] | 5% | 50%[activator]
COc1cccc(CNC(=O)C2CCN(S(=O)(=O)N3CC(C)CC(C)C3)CC2)c1 (stereo unspecified)
  11% | -6% | / | -8% | -2% | -14% | 18% | -2% | 32%
CCc1nnc(SCC(=O)N2CCc3ccccc32)n1CC
  -4% | -8% | -3% | -12% | i | -1% | 12% | 2% | 7%
CC(C)(C)c1ccc(OCC(=O)NNC(=O)CCc2ccccc2)cc1
  0% | -11% | -1% | -6% | -9% | -26% | 7% | 6% | 39%
CC(NC(=O)Nc1nccs1)(C(F)(F)F)C(F)(F)F
  0% | -7% | 5% | 2% | 4% | 9% | -11% | 0% | 61%[activator]
CCN(c1ccc(OC)cc1)S(=O)(=O)c1ccc2c(c1)NC(=O)CS2
  -23% | -14% | 4% | 7% | -6% | 30% | 10% | ? | 6%
CCn1c(SCC(=O)O)nnc1-c1cccnc1
  -10% | 0% | 19% | 1% | i | -2% | 27%[57.1 µM] | -3% | 43%[activator]
CC1=NN2C(=N)/C(=C\c3cc(C)n(-c4ccccc4)c3C)C(=O)N=C2S1
  -4% | -5% | 2% | -7% | 5% | 1% | 27% | 16% | 49%[activator]
COc1ccc(N2Cc3cccc(C(=O)Nc4ccc(C(C)C)cc4)c3C2=O)cc1
  ? | ? | 5% | ? | / | -29% | 1% | ? | 5%
CCOc1cc(S(=O)(=O)NCc2ccc(OC)cc2)c(OCC)cc1-n1cnnn1
  -20% | -9% | -4% | 9% | -5% | 10% | 8% | 6% | 19%
Cc1ccc(N(C(=O)c2snc(C(N)=O)c2N)C(C(=O)NCC2CCCO2)c2ccc3ncccc3c2)cc1 (stereo unspecified)
  ? | -17% | -7% | 3% | -6% | 1% | 10% | -10% | 30%
COc1cccc(/C(O)=C2/C(=O)C(=O)N(Cc3cccnc3)C2c2ccco2)c1 (stereo unspecified)
  ? | ? | -6% | -17% | -5% | -6% | ? | -7% | 20%
O=c1/c(=C/c2ccccn2)sc2n1CN(c1ccccc1)CN=2
  0% | 4%[11.4 µM] | -6% | -8% | -2% | -22%[11.4 µM] | 0% | 2% | -37%
CCOC(=O)c1cccc(Nc2cc(C)nc(C)n2)c1
  -23% | -16% | 6% | 8% | -5% | 4% | 4% | 0% | 40%
COc1cc(SC)ccc1C(=O)OCC(=O)NCC(C)C
  -11% | 1% | -1% | -5% | -6% | -18% | 10%[57.1 µM] | -10% | 47%[activator]
Cc1cc(C)c(C)c(OCCNCc2ccccc2)c1
  -16% | 3.5µM* | -4% | -2% | -1% | -1% | 12%[57.1 µM] | -1% | -8%
O=C(CCn1c(=O)[nH]c2ccccc2c1=O)Nc1ccccc1
  0% | -2% | -1% | -6% | -6% | -45% | 16% | -17% | 35%
O=C(CN(C(=O)CSc1nnc(COc2ccccc2)o1)c1ccc(F)cc1)NC1CCCC1
  20% | -20% | 1% | 1% | -4% | -17% | -2% | 0% | 20%
CN(C)/C=C/C(=O)c1ccc([N+](=O)[O-])c(CS(=O)(=O)c2ccc(Cl)cc2)c1
  ? | -29% | 1% | -5% | 0% | -16% | -1% | -4% | 28%
COc1ccccc1Nc1nc(N)nc(CSc2nccn2C)n1
  -14% | -4% | 21% | -2% | -9% | -4%[11.4 µM] | -2% | 2% | 4%
COc1ccccc1NC(=O)NNC(=O)COc1ccc2ccccc2c1
  5% | -17% | 1% | 18% | i | 12% | 35% | 6% | 26%
NC(=O)c1ccc2nc(-c3ccccc3)c(-c3ccccc3)nc2c1
  0% | -6% | 7% | -1% | / | -3% | 23% | -3% | 14%
CC(=O)C1CCC2C3CC(C)C4(O)CC(=O)CCC4(C)C3C(O)CC12C (stereo unspecified)
  -2% | -1% | -4% | 19% | 3% | 28% | 18%[57.1 µM] | -2% | 11%
N#Cc1ccc(NC(=O)CN2C(=O)NC(Cc3ccccc3)C2=O)cc1 (stereo unspecified)
  -20% | 3% | -2% | 2% | -4% | 0% | 5% | -3% | 26%
Cc1ccc(S(=O)(=O)N2CCOCC2)cc1NC(=O)COc1ccc(-c2nnco2)cc1
  4% | -13% | -10% | 0% | -6% | -1% | 13%[57.1 µM] | -9% | 8%
CCc1cccc(N=c2c([N+](=O)[O-])nn(-c3ccc(Cl)cc3)n2O)c1
  -27% | ? | 3% | 3% | -7% | 27% | 5% | ? | ?
O=C(CCCOc1ccccc1)Nc1cc(S(=O)(=O)N2CCOCC2)ccc1N1CCOCC1
  -14% | -8% | 8% | -5% | -3% | 18% | 35% | -6% | 44%[activator]
O=C(O)[C@@H]1CCCN1C(=O)CCc1c[nH]c2ccccc12
  0% | -18% | 9% | -5% | -12% | -9% | 16% | -10% | 31%
